NPC1 prom act – qHTS Assay for NPC1 Promoter Activators. Huh7 NPC1 promoter luciferase reporter, 24 h. Potency, µM (top dose mostly 9.22 µM), inactives show top-dose activation, usual class: activators. 320,000 compounds, 2.4% hits;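 note: potency is the fitted concentration of half-maximal effect; % of control where 0% means no effect; nearly all actives have a fitted effect of over 60% in size; reporter is driven by a mutant NPC1 promoter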
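Readout is luciferase luminescence, reflecting NPC1 promoter activation in stably transfected Huh7 cells after 24 h compound exposure at 37 °C in reduced-serum medium with 10% FBS.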
ELG1 repair inh – qHTS screen for small molecules that inhibit ELG1-dependent DNA repair in human embryonic kidney (HEK293T) cells expressing luciferase-tagged ELG1; HEK293T ELG1-luciferase reporter, luminescence, 16 h; DNA damage induced by 5-fluorouridine; Potency, µM (titrated, usually from 46.1 µM), for the others: at the top dose activity change, negative = inhibition, usual class: inhibitors; 330,000 compounds, 2.3% hits; AID 504467, 2011; note: potency is the fitted concentration of half-maximal effect; % is set by controls: 0 for no effect and ±100 for the full control effect; nearly all actives have a fitted effect of over 55% in size
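Overnight (16 hr) co-exposure of 2,000 cells/well to 5-fluorouridine and compound at 37 °C preceded detection. Luciferase was quantified via ONE-Glo luminescence; loss of signal denotes inhibition.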
Gal4-VP16 FLuc – VP16 counterscreen qHTS for inhibitors of ROR gamma transcriptional activity. Drosophila S2 Gal4-VP16 UAS-luciferase, luminescence, 20 h. Potency, µM (highest dose often 53.6 µM), without a hit: top-dose activity, negative = inhibition, most hits filed as inhibitors. AID 2546, 2010. 310,000 compounds, 3.5% hits;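 note: Gal4-VP16 expression switched on by copper sulfate through the metallothionein promoter; potency is the fitted concentration of half-maximal effect; % is set by controls: 0 for no effect and ±100 for the full control effect; nearly all actives have a fitted effect of over 50% in size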
TRPV1 ag – HTS Assay for Compounds that Act as Agonists of the Vanilloid Receptor 1 | TRPV1-expressing cells, Fluo-8 calcium influx, agonist mode | activation, % at 8.33 µM | 320,000 compounds, 0.19% hits; in the data active = activation above about 80%; inconclusive = between about 30% and that limit; note: 0% is about no effect
Target sequence (Q8NER1 whole entry, looked up): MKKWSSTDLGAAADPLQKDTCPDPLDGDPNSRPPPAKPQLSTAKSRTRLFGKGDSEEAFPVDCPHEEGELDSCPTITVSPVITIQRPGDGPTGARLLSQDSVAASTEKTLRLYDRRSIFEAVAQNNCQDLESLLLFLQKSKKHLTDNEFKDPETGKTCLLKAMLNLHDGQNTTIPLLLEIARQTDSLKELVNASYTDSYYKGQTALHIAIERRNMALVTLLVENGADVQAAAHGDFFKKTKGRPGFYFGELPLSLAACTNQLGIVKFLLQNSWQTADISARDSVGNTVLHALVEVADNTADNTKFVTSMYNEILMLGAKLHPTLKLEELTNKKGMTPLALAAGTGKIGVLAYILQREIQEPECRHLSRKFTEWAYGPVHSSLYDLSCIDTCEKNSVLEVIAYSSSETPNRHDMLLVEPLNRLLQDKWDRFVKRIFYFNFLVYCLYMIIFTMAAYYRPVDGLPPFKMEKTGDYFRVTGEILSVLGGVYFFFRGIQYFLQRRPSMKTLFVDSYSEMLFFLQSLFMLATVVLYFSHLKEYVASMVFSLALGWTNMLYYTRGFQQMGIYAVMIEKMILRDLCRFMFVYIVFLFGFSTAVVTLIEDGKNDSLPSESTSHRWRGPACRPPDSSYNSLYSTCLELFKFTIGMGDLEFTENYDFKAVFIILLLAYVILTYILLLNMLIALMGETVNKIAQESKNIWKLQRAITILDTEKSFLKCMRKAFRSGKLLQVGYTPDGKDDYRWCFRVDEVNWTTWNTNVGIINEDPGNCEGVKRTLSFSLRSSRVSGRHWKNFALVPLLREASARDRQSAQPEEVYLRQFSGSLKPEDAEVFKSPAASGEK
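Cells expressing TRPV1 were dye-loaded with Fluo-8 and read kinetically: 10 s baseline, 3 min after compound (agonist portion), then 2 min after EC20 capsaicin (allosteric enhancer portion). Calcium-bound dye fluorescence at 480/520 nm.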
ELG1 genotoxic – qHTS screen for small molecules that induce genotoxicity in human embryonic kidney (HEK293T) cells expressing luciferase-tagged ELG1 | HEK293T ELG1-luciferase reporter, luminescence, 16 h | Potency, µM (top dose mostly 46 µM), for the others: at the highest dose activity change, positive = activation, actives largely listed as activators | 330,000 compounds, 1.3% hits; note: potency is the fitted concentration of half-maximal effect; % of control where 0% means no effect; nearly all actives have a fitted effect of over 60% in size
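ELG1-luciferase HEK293T cells, 2,000/well; compound pinned in; 16 hr, 37 °C, 5% CO2; ONE-Glo, 30 min RT; luminescence on CCD imager.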
p53 reactivator – qHTS assay for re-activators of p53 using a Luc reporter; Potency, µM (titrated, usually from 92.2 µM), without a hit: at the top dose activity change, positive = activation, hits mostly activators; 320,000 compounds, 0.063% hits; H1299 p53-A138V BP100-luciferase reporter, luminescence, 24 h; note: potency is the fitted concentration of half-maximal effect; % of control where 0% means no effect; nearly all actives have a fitted effect of over 45% in size
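H1299 (p53-null), stable ts p53-A138V + BP100-Luc; 1000 cells/well, Opti-MEM/10% FBS; cpd 4 pt, 1:5; 24 h, 37 deg C, 5% CO2; detection reagent 10 min RT; luminescence.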
BRCA1 expr act – qHTS Assay to Identify Small Molecule Activators of BRCA1 Expression; MCF7-BRCA1-FFLuc reporter, luminescence, 48 h; response scale: scaled: vehicle 0%, 10 µM genistein 100%; Potency, µM (titrated, usually from 46.1 µM), for the others: at the highest dose activation, usual class: activators; 380,000 compounds, 1.1% hits; AID 624202, 2012; note: potency is the fitted concentration of half-maximal effect; nearly all actives have a fitted effect of over 80% in size; some results filed as inactive show a strong effect at the top dose
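MCF7-BRCA1-FFLuc, 2000 cells/well; 2 h attach, 37 °C/5% CO2; compound 48 h; luciferase substrate 15 min; luminescence end-point. Norm. to genistein 10 microM max activation and DMSO; concentration-response curves fitted.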
Tb PFK inh – qHTS Assay to Find Inhibitors of T. brucei phosphofructokinase. T. brucei PFK, ADP-Glo luminescence. AID 485367, 2010. 330,000 compounds, 0.17% hits. Potency, µM (series often up to 57.5 µM), for inactives: at the highest dose activity, negative = inhibition, usual class: inhibitors. ATP-dependent 6-phosphofructokinase (Trypanosoma brucei brucei), O15648;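 note: potency is the fitted concentration of half-maximal effect; 0% = uninhibited 1x PFK enzyme wells and -100% = no-enzyme wells; nearly all actives have a fitted effect of over 60% in size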
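ADP-Glo luminescence quantified ADP after 45 min at room temperature, with 1.25 nM T. brucei PFK, 0.1 mM ATP and 0.5 mM fructose-6-phosphate in pH 8.0 TEA buffer. qHTS titrations up to 57 µM; curves classified by quality.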
RORg inh – qHTS for inhibitors of ROR gamma transcriptional activity; Nuclear receptor ROR-gamma (Mus musculus), P51450; AID 2551, 2010; Potency, µM (series often up to 53.6 µM), for inactives: at the highest dose activity change, negative = inhibition, actives largely listed as inhibitors; 310,000 compounds, 5.4% hits; Drosophila S2 Gal4-RORgamma UAS-luciferase reporter, 20 h; note: potency is the fitted concentration of half-maximal effect; % is set by controls: 0 for no effect and ±100 for the full control effect; nearly all actives have a fitted effect of over 60% in size
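ROR gamma transcriptional activity was tracked as Gal4-UAS luciferase output in stably transfected Drosophila Schneider cells, with compound added 1 hr before 700 uM copper sulfate induction and a 20 hr ambient-temperature incubation.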
FLuc counter – qHTS profiling assay for firefly luciferase inhibitor/activator using purifed enzyme and Km concentrations of substrates (counterscreen for miR-21 project). Potency, µM (series often up to 57.5 µM), for the others: at the highest dose activity change, negative = inhibition, most hits filed as inhibitors. purified FLuc, Km substrates, luminescence inhibition. AID 588342, 2011. 360,000 compounds, 6.9% hits;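 note: potency is the fitted concentration of half-maximal effect; plate controls were vehicle for no effect and reference inhibitor for full effect; nearly all actives have a fitted effect of over 55% in size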
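Purified P. pyralis luciferase, 10 nM final, with Km-level 10 uM D-luciferin and 10 uM ATP in 50 mM Tris acetate pH 7.5, 10 mM Mg acetate, 0.01% Tween-20, 0.05% BSA; 6-point qHTS titration about 60 µM downward; luminescence read.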
Rab9 prom act – qHTS Assay for Rab9 Promoter Activators; Huh7 Rab9 promoter-luciferase reporter, luminescence, 24 h; AID 485297, 2010; 320,000 compounds, 2.8% hits; Potency, µM (series often up to 9.22 µM), inactives show at the top dose activation, negative = inhibition, most hits filed as activators; note: potency is the fitted concentration of half-maximal effect; % of control where 0% means no effect; nearly all actives have a fitted effect of over 60% in size
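Huh7 reporter line, Rab9 promoter upstream of luciferase. Compound exposure 24 h at 37 °C in reduced-serum medium with 10% FBS. Read-out: luminescence.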
Numbers without * were called inactive; ? = inconclusive; . = no result given; [ ] = another dose, or the depositor's remark. Unless noted, calls come from the whole dose curve; as a rule, active = well fitted curve in the direction sought with a large enough effect; inconclusive = small, poorly fitted or top-dose-only effect, or another doubt; inactive = no such curve, though single readings can be large; an effect the other way counts as inactive or inconclusive.

SMILES	NPC1 prom act	ELG1 repair inh	Gal4-VP16 FLuc	TRPV1 ag	ELG1 genotoxic	p53 reactivator	BRCA1 expr act	Tb PFK inh	RORg inh	FLuc counter	Rab9 prom act
CC(=O)N1CCN(Cc2nc3cc(NC(=O)c4ccc(F)cc4)ccc3n2C)CC1	1.3%	-4.2%	17.1%	-2.0	-4.6%	0.6%	55.0%	1.4%	8.3%	-5.3%	0.9%
Cc1cc(=O)n2c3ccccc3n(CC(O)CN3CCN(Cc4ccccc4)CC3)c2c1C#N (centres undefined)	0.0%	?	-5.7%	-0.9	-6.8%	-4.9%	-14.4%	1.4%	-14.9%	-3.1%	0.2%
CCOc1cccc(Nc2ccc([N+](=O)[O-])cn2)c1	13.0%	?	-3.0%	10.0	16.4%	.	73.7%	-3.0%	40.1%	?	10.3%
CC(=O)Nc1cccc(NC(=O)CSc2nnnn2C(C)C)c1	1.7%	2.2%	-1.7%	0.0	-3.7%	1.9%	-15.1%	-2.9%	15.3%	-1.2%	-5.7%
Cc1cccc(C)c1NC(=S)N/N=C1\CC2CC=CC12 (centres undefined)	0.1%	-9.3%	?	1.9	-2.9%	-0.9%	51.0%	-1.9%	?	0.2%	2.0%
COc1ccc(CC(=O)N2CCCC2)c(OC)c1	-1.2%	2.9%	15.0%	-2.5	0.0%	4.2%	-1.7%	-1.3%	-28.4%	-0.6%	-1.7%
COc1cccc(-n2c(C)nc3c(cnn3-c3ccc(Cl)cc3)c2=O)c1	-8.4%	?	?	-2.6	?	8.1%	-25.7%	-0.8%	24.7%	2.3%	-13.4%
CN(C)c1ccc(C(C(=O)NCC2CCCO2)N(Cc2ccccc2)C(=O)c2snc(C(N)=O)c2N)cc1 (centres undefined)	0.7%	11.6µM*	-3.0%	2.6	-11.6%	-2.1%	-9.9%	0.3%	7.4%	0.0%	0.0%
Cc1ccc2cc(CN(C)S(C)(=O)=O)c(=O)[nH]c2c1	-3.6%	4.2%	-7.5%	0.5	1.1%	2.3%	-8.3%	0.7%	2.8%	-1.9%	-7.3%
O=c1c2cn[nH]c2[nH]c(=S)n1-c1ccccc1Cl	-4.1%	18.4%	-0.6%	-6.3	3.1%	-2.5%	-16.3%	1.7%	10µM*	-7.3%	0.3%
CC(=O)Nc1cccc(NC(=O)Cc2cccs2)c1	0.3%	-9.3%	11.0%	0.2	-1.8%	.	-6.3%	-2.6%	-27.5%	0.1%	1.4%
Cc1c(C)n(CC(O)CN(CCO)CCO)c2ccccc12 (centres undefined)	1.1%	-3.2%	6.9%	6.4	?	-1.0%	13.7%	1.4%	5.5%	-0.1%	-4.8%
Cc1ccccc1N1CCN(CCCCN2C(=O)C3CCCN3C2=O)CC1 (centres undefined)	-2.6%	-0.6%	0.5%	4.3	-0.1%	5.8%	-14.7%	2.3%	11.9%	-2.9%	-6.3%
COc1cc(NC(=S)NCCO)c(OC)cc1Cl	1.8%	-6.8%	2.4%	6.6	-1.6%	0.5%	-29.6%	-11.5%	12.0%	-0.2%	-3.5%
Cn1c(SCC(=O)NC2CCCCC2)nnc1-c1cc2ccccc2o1	2.5%	-2.5%	2.4%	1.6	1.5%	0.7%	?	0.2%	33.8%	?	-1.0%
Cc1ccc(Cl)cc1N1CCN(C(=O)Cc2ccc(-n3c(=O)[nH]c4ccsc4c3=O)cc2)CC1	-4.8%	?	-5.2%	0.7	-9.3%	-1.9%	-2.8%	-0.1%	7.6%[10 µM]	0.6%	-13.9%
COc1ccc(Cc2nc3ccc(C(=O)NCCCSC)cc3o2)cc1OC	?	?	2.3%	15.6	17.5%	.	12.6µM*	-1.7%	?	16.9µM*	?
COC(=O)C1=C(C)NC(=S)NC1c1sccc1C (centres undefined)	2.9%	-2.0%	-9.6%	0.1	-4.9%	1.7%	6.2%	-1.7%	15.8µM*	-2.1%	-4.6%
CN(CC(=O)NCc1ccccc1Cl)CC(=O)Nc1cccc(F)c1	0.7%	-28.3%	-10.6%	5.8	-1.2%	-2.5%	-4.4%	-2.5%	4.5%	-1.4%	0.2%
Cc1ccc(-c2csc3ncnc(SCC(=O)NCC4CCCO4)c23)cc1 (centres undefined)	10.2%	8.0%	.	?	0.9%	-4.5%	-8.2%	-2.3%	.	7.3%	-2.1%

Not a retest: three of the compounds above.
SMILES	NPC1 prom act	ELG1 repair inh	Gal4-VP16 FLuc	TRPV1 ag	ELG1 genotoxic	p53 reactivator	BRCA1 expr act	Tb PFK inh	RORg inh	FLuc counter	Rab9 prom act
CCOc1cccc(Nc2ccc([N+](=O)[O-])cn2)c1	13.0%	?	-3.0%	10.0	16.4%	.	73.7%	-3.0%	40.1%	?	10.3%
CC(=O)Nc1cccc(NC(=O)CSc2nnnn2C(C)C)c1	1.7%	2.2%	-1.7%	0.0	-3.7%	1.9%	-15.1%	-2.9%	15.3%	-1.2%	-5.7%
Cc1cccc(C)c1NC(=S)N/N=C1\CC2CC=CC12 (centres undefined)	0.1%	-9.3%	?	1.9	-2.9%	-0.9%	51.0%	-1.9%	?	0.2%	2.0%

Further results follow.
SMILES	NPC1 prom act	ELG1 repair inh	Gal4-VP16 FLuc	TRPV1 ag	ELG1 genotoxic	p53 reactivator	BRCA1 expr act	Tb PFK inh	RORg inh	FLuc counter	Rab9 prom act
Cc1ccc(C(=O)N(CC(=O)Nc2sc(C)c(C)c2C(N)=O)C2CCCC2)cc1	-0.3%	?	-5.8%	1.8	0.0%	-1.5%	-19.0%	-1.2%	-4.2%	-0.9%	-4.4%
O=C1C=C(c2cc3ccccc3s2)C[C@@H](c2ccc3c(c2)OCO3)C1	0.1%	?	.	9.6	2.4%	4.3%	1.7%	0.0%	.	1.4%	-7.0%
Cc1cccc(NC(=O)c2oc3ccc(S(=O)(=O)N4CCOCC4)cc3c2C)c1C	-3.7%	?	-19.3%	12.2	-7.0%	-5.8%	-61.7%	-9.7%	24.8%	-1.6%	-1.4%
CCn1nc(C(=O)OCC(=O)N2CC(=O)Nc3ccccc32)c2ccccc2c1=O	-3.5%	-2.7%	-10.7%	-3.2	-0.9%	-1.2%	-5.8%	1.5%	10.1%	-1.5%	0.2%
COc1ccc2sc(N3C(=O)C4CC=C(C)CC4C3=O)nc2c1 (centres undefined)	1.1%	14.3%	?	0.2	-1.1%	12.3%	15.3%	-5.6%	38.5%	?	-1.4%
Cc1nn2c(-c3ccccn3)ccnc2c1Br	-11.7%	15.6%	5.1%	2.3	11.8%	-1.1%	-11.4%	4.6%	-6.0%	5.0%	-0.5%
COc1ccc(C2C(C(=O)NCC3CCCO3)CCC(=O)N2c2ccc3c(c2)OCO3)cc1 (centres undefined)	0.4%	-2.4%	0.1%	1.2	-2.0%	-2.0%	12.3%	-8.2%	-1.1%	2.5%[2.3 µM]	-2.5%
CCOC(=O)C(NC(C)=O)C(OC(C)=O)c1cccc([N+](=O)[O-])c1 (centres undefined)	0.0%	-0.9%	-9.0%	0.2	0.4%	-2.2%	-12.4%	-5.4%	1.5%	5.7%	-7.3%
CC(=O)Nc1cccc(C2=CC(c3ccco3)n3ncnc3N2)c1 (centres undefined)	-5.8%	13.5%	-13.7%	4.3	-3.8%	1.1%	.	-1.4%	6.31µM*	-1.7%	3.7%
O=C(Nc1nccs1)c1ccc(Br)c(S(=O)(=O)N2CCOCC2)c1	-0.2%	20.6µM*	?	7.6	-3.6%	6.4%	-35.6%	-1.9%	12.6µM*	-18.1%	-1.7%
COc1cc(/C=C2\SC(=S)N(NC(=O)c3ccccc3OC)C2=O)ccc1O	-3.8%	6.3%	2.6%	15.4	4.4%	5.6%	0.8%	-15.9%	11.0%	4.26µM*	-3.0%
CCCCCCCSc1nsc(N)n1	10.3%	?	1.7%	1.5	5.0%	0.8%	69.5%	-1.8%	13.3%	?	3.5%

Assay outcomes deposited in PubChem BioAssay by National Center for Advancing Translational Sciences (NCATS).
